# POLI inh – qHTS for Inhibitors of Polymerase Iota. Pol iota fluorescent replication assay, 10 min. Potency, µM (titrated, usually from 115 µM), without a hit: at the top dose activity, negative = inhibition, usual class: inhibitors. AID 588590, 2011. hit rate 1% among 390,000; note: potency is the fitted concentration of half-maximal effect
# Target sequence (Q9UNA4 whole entry, looked up): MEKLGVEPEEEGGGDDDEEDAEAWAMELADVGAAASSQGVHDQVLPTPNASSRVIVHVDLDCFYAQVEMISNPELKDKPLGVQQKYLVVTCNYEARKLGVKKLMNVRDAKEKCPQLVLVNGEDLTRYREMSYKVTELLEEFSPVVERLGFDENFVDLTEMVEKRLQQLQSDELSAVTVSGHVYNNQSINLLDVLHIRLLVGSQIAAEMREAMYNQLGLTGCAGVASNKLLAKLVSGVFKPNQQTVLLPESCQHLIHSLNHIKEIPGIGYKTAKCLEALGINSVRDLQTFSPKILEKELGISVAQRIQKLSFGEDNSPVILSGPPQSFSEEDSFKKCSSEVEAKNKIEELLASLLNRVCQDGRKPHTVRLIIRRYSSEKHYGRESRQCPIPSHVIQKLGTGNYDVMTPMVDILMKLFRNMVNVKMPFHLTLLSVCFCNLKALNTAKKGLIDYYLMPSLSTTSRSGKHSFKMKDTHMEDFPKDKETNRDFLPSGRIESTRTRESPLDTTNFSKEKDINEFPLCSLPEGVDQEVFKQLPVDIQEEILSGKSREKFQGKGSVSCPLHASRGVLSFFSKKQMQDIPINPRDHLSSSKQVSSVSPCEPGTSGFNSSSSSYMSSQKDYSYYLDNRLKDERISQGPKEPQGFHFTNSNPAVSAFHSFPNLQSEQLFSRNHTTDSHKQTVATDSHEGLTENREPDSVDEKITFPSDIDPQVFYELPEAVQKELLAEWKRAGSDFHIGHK
#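 Pol iota at 10 nM preincubated 15 min with compounds at room temperature; reaction started with fluorescent substrate, 50 nM final. Fluorescence read kinetically at 0 and 10 min; buffer-only wells as negative control.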
# APEX1 inh – qHTS Assay for Inhibitors of the Human Apurinic/apyrimidinic Endonuclease 1 (APE1); Potency, µM (highest dose often 65.8 µM), for inactives: at the top dose activity change, negative = inhibition, usual class: inhibitors; recombinant APE1, TAMRA/BHQ-2 abasic DNA cleavage fluorescence; AID 2517, 2012; hit rate 0.35% among 350,000; DNA repair nuclease/redox regulator APEX1 (Homo sapiens), P27695;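 note: potency is the fitted concentration of half-maximal effect; plate controls were vehicle for no effect and reference inhibitor for full effect; nearly all actives have a fitted effect of over 55% in size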
#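 Step 1: APE1 (0.75 nM) with compound, 15 min RT. Step 2: add 50 nM fluorophore/quencher THF duplex. Step 3: three fluorescence reads 60 s apart (525/598 nm); read 3 minus read 1 = reaction progress.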
# TRHR agonist – qHTS for Small Molecule Agonists and Allosteric Enhancers of Human TRH Receptor: Primary Screen for Agonists | hit rate 0.18% among 360,000 | activation, % at 2 µM | TRHR cells, calcium flux fluo-8, FDSS agonist mode | Thyrotropin-releasing hormone receptor (Homo sapiens), P34981 | AID 493084, 2011; in the data active = activation above about 30%; note: 0% is about no effect
#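 TRHR-expressing cells, plated overnight in medium with 10% serum, were loaded with fluo-8 calcium dye at room temperature. After a 10 s baseline, library compound was pin-added and calcium release was recorded kinetically (ex 480/em 530) as agonist response.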
# POLB inh – qHTS Assay for Inhibitors of DNA Polymerase Beta. P06746. AID 485314, 2010. Pol beta primer extension/strand displacement, fluorescence kinetic. hit rate 1.3% among 340,000. Potency, µM (highest dose often 114 µM), for the others: at the top dose activity change, negative = inhibition, hits mostly inhibitors; note: potency is the fitted concentration of half-maximal effect; % is set by controls: 0 for no effect and ±100 for the full control effect
#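 Preincubation: enzyme (10 nM) with compound, 15 min, RT. Reaction: substrate added to 50 nM final. Reads: 0 and 10 min. Analysis: normalized, Hill fit.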
# Pol kappa inh – qHTS for Inhibitors of Polymerase Kappa. AID 588579, 2011. hit rate 0.53% among 400,000. Potency, µM (titrated, usually from 107 µM), inactives show at the top dose activity, negative = inhibition, actives largely listed as inhibitors. purified Pol kappa, fluorescent DNA synthesis assay, 10 min. DNA polymerase kappa (Homo sapiens), Q9UBT6; note: potency is the fitted concentration of half-maximal effect; % is set by controls: 0 for no effect and ±100 for the full control effect
#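 Kinetic fluorescence screen: compound preincubated 15 min RT with 10 nM enzyme; 50 nM substrate (final) initiates; reads at 0/10 min.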
# ALOX12 inh – Primary qHTS assay for inhibitors of human arachidonate 12S-lipoxygenase (ALOX12): Round 2. purified 12hLO, xylenol orange hydroperoxide absorbance. Potency, µM (doses to about 108 µM), for the others: top-dose activity change, negative = inhibition, most hits filed as inhibitors. hit rate 1.1% among 580,000; note: potency is the fitted concentration of half-maximal effect; % is set by controls: 0 for no effect and ±100 for the full control effect
#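 Hydroperoxide product was detected by ferrous iron/xylenol orange as the 573 to 405 nm absorbance ratio. Arachidonic acid at 40 uM (final) was turned over for 30 min at room temperature by 150 nM human 12hLO, pH 7.0 Hepes buffer, after 15 min compound preincubation.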
# BLM helicase inh – qHTS Assay for Inhibitors of Bloom's syndrome helicase (BLM); recombinant BLM DNA unwinding, fluorescence dequenching; hit rate 0.2% among 350,000; Potency, µM (titrated, usually from 56.1 µM), inactives show at the top dose activity change, negative = inhibition, actives largely listed as inhibitors; RecQ-like DNA helicase BLM (Homo sapiens), P54132;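 note: potency is the fitted concentration of half-maximal effect; plate controls were vehicle for no effect and no enzyme for full effect; nearly all actives have a fitted effect of over 35% in size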
# ERG-DNA inh – qHTS for Small Molecule Inhibitors of the ERG Ets/DNA interaction; fluorescence polarization, His-ERG Ets domain / labelled DNA; Potency, µM (titrated, usually from 76.9 µM), without a hit: at the highest dose FP activity, negative = inhibition, hits mostly inhibitors; hit rate 0.028% among 370,000; active = well fitted inhibition curve with a large enough effect in the polarisation, with a control signal flat; inconclusive = small, poorly fitted or top-dose-only effect, or effect the other way, or a change in a side signal; inactive = no such curve, though single readings can be large or run the other way; the % refers to the polarisation;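 note: polarization taken with two DNA probes labelled with fluorescein and Texas red; potency is the fitted concentration of half-maximal effect; % of control where 0% means no effect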
#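 His-tagged ERG Ets domain (1 uM in the protein solution; 300mM KCl, 50mM Tris-HCl, 1mM EDTA, 1mM DTT, pH 7.5) received compound, then a probe mix of 5 nM fluorescein-DNA and 100nM Texas-615-DNA. Fluorescence polarization was read for both dyes.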
# Apoferritin bind – qHTS Assay for Identification of Novel General Anesthetics; Ferritin light chain (Equus caballus), P02791; hit rate 0.074% among 350,000; apoferritin/1-aminoanthracene competitive binding, fluorescence; AID 485281, 2010; Potency, µM (doses to about 77.5 µM), inactives show top-dose activity change, negative = displacement, usual class: inhibitors; note: potency is the fitted concentration of half-maximal effect; % is set by controls: 0 for no effect and ±100 for the full control effect; nearly all actives have a fitted effect of over 20% in size
# Target sequence (P02791 2-175 limits assumed): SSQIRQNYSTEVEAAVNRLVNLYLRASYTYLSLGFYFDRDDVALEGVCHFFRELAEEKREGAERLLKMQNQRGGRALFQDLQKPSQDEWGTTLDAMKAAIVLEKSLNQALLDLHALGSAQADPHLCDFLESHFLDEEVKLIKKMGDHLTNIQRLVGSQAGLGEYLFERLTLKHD
#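 Read-out: endpoint 1-AMA fluorescence, excitation 380 nm and emission 535 nm, after compounds sit 10 min at room temperature with 10 uM horse-spleen apoferritin in 50% saturated 1-AMA/PBS. Values come from four-parameter Hill fits.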
# The depositor's hits bear a star; ? = inconclusive; · = no result given; & = joins results of further samples; [ ] = dose if it differs, or a comment. Unless noted, calls come from the whole dose curve; as a rule, active = well fitted curve in the direction sought with a large enough effect; inconclusive = small, poorly fitted or top-dose-only effect, or another doubt; inactive = no such curve, though single readings can be large; an effect the other way counts as inactive or inconclusive.
smiles	POLI inh	APEX1 inh	TRHR agonist	POLB inh	Pol kappa inh	ALOX12 inh	BLM helicase inh	ERG-DNA inh	Apoferritin bind
COCCn1c(SCC(=O)Nc2nnc(C)s2)nnc1-c1c[nH]c2ccccc12	8%[58.9 µM]	-11%	0.4	0%	2%	-21%	-3%	-12%	-4%
COc1cc2c(=O)n(-c3ccc(C)cc3)c(=O)n(CC(=O)c3ccc4c(c3)OCO4)c2cc1OC	8%	0%	0.9	2%	-11%	0%	-1%	2%	-11%
COc1ccc(C)cc1NC(=O)C1CC(=O)N(Cc2ccco2)C1 (stereo not drawn)	4%	2%	-0.4	30%	1%	-16%	-2%	1%	-11%
Cc1cccc(NC(=S)NCc2ccc3c(c2)OCO3)c1C	10%	-5%	0.1	12%	-5%	-11%	-2%	-9%	5%
CCOC(=O)c1c(C)[nH]c(C(=O)OCC(=O)N2CCc3ccccc32)c1C	11%	3%	-0.4	9%	-1%	-21%	0%	-3%	-2%
COc1ccc(C(=O)N2CCCCC2CCN2CCOCC2)cc1 (stereo not drawn)	17%	·	0.0	11%	7%	-1%	1%	5%	-12%
CCOC(=O)C(C)Sc1nc(N)c(NC(=O)c2ccc(OC)c(OC)c2)c(=O)[nH]1 (stereo not drawn)	-15%	-2%	0.9	12%	-13%	8%	-1%	-11%	-1%
C=CCC[C@H](Cc1ccc(F)cc1)C(=O)OC[C@H](Cc1c[nH]c2ccccc12)NC(=O)[C@@H](CC=C)CC(=O)N[C@H](CO)Cc1ccccc1	-3%	17%	·	·	-1%	?	·	2%	·
CCc1cccc(NC(=O)C2CCCN(S(=O)(=O)c3ccc4[nH]c(=O)ccc4c3)C2)c1 (stereo not drawn)	23%	55%	-0.7	38%	10%	-7%	-1%	?	-3%
Cc1ccccc1CNC(=O)c1ccc(NC(=O)c2nsc3ccccc23)cc1	-4%	·	0.3	0%	-8%[60.1 µM]	6%	-8%	-4%	?
CSc1ccccc1N1CCN(CCCCCC(=O)NC2CCCc3ccccc32)CC1 (stereo not drawn)	·	-8%	·	·	-9%&3%[60.1 µM]	?	-3%	·	-23%
O=C(Nc1nc2ccc(S(=O)(=O)N3CCCCC3)cc2s1)c1ccncc1	-10%	-4%	-1.5	12%	2%	17%	2%	-2%	-1%
Cc1cccc(N2CCN(CC(=O)NCc3ccccc3)CC2)c1C	-18%	51%[activator]	-1.2	24%	-7%	-11%	-5%	3%	-5%
O=C(CSc1ccc2c(c1)OCCO2)NCc1ccco1	?	-1%	-0.7	40µM*	?	-32%	-6%	-12%	-23%
Cc1ccc(NC(=O)c2c(C)oc3ncn(CC(C)C)c(=O)c23)nc1	-8%	·	-1.6	-7%	-8%	-25%	3%	6%	53%

smiles	POLI inh	APEX1 inh	TRHR agonist	POLB inh	Pol kappa inh	ALOX12 inh	BLM helicase inh	ERG-DNA inh	Apoferritin bind
COc1ccc(-n2c(=O)c3ccccc3n(CC(=O)Nc3cccc(OC)c3)c2=O)cc1	62%[activator]	-2%	1.2	1%	-2%	14%	-3%	-3%	-16%
CC(C)[C@@H](NC(=O)C1CCN(C(=O)[C@@H]2CCCN2C(=O)OC(C)(C)C)CC1)C(=O)NCc1ccc(F)cc1	4%	7%	-0.3	30%	8%	16%	-2%	9%	-8%
O=c1oc(-c2cc3ccccc3o2)nc2sc3c(c12)CCCC3	33%[activator]	-3%	0.2	1%	2%	-5%	-2%	·	-10%
COc1ccccc1NS(=O)(=O)N(C)C	13%	8%	0.9	1%	-2%	-3%	2%	1%	?
N#CC(CCc1ccccc1[N+](=O)[O-])(CCc1ccccc1[N+](=O)[O-])C(N)=O	64%[activator]	·	·	·	-5%	-11%	·	5%	·
COc1ccc(S(=O)(=O)N2CCCCC2)cc1NC(=O)c1cnc(C)cn1	20%	-1%	-0.2	·	0%	22%	·	-6%	·
Cc1cc(=O)n2nc(N(C)CC(=O)NCc3ccccc3C)sc2n1	15%	·	0.3	11%	1%	-17%	1%	9%	-1%
O=C(CN1CCc2ccccc2C1)Nc1ccccc1N1CCCCCC1	23%	10%	0.4	-13%	-28%	·	-2%	5%	49%[activator]
COc1nc(C)ccc1-c1noc(-c2ccncc2)n1	43%[activator]	4%	0.0	5%	-16%	8%	1%	2%	4%
CC1=NN(c2ccc(C)c(C)c2)C(=O)C1C(c1cccc(O)c1)C1C(=O)N(c2ccc(C)c(C)c2)N=C1C (stereo not drawn)	?	?	0.9	-6%	-4%	?	-15%	-4%	?
O=C(COC(=O)/C=C/c1ccccc1[N+](=O)[O-])Nc1ccc(OCc2ccccc2)cc1	-3%	-3%	0.5	34%	-21%	-22%	-2%	-2%	7%
COc1cccc2cc(-c3nc(-c4ccc(C)cc4)c(C)s3)c(=O)oc12	38%[activator]	·	0.6	-2%	0%[60.1 µM]	-24%	-10%	5%	122%[activator]
Cc1ccccc1C(=O)N(C)c1ccccc1C(=O)NCc1ccccc1	27%	10%	0.2	3%	-10%	4%	-1%	12%	-3%
O=C(O)CS(=O)CC(=O)Nc1cccc(C(F)(F)F)c1 (stereo not drawn)	-13%	6%	-0.8	-4%	-11%	-11%	0%	0%	-6%
COc1cccc(/C=N/NC(=O)C[n+]2ccccc2)c1OC	-9%	10%	0.5	38%	-1%	-12%	-14%	12%	11%

# Another view of some results above.
canonical_smiles: CC1=NN(c2ccc(C)c(C)c2)C(=O)C1C(c1cccc(O)c1)C1C(=O)N(c2ccc(C)c(C)c2)N=C1C (stereo not drawn)
  POLI inh: ?; APEX1 inh: ?; TRHR agonist: 0.9; POLB inh: -6%; Pol kappa inh: -4%; ALOX12 inh: ?; BLM helicase inh: -15%; ERG-DNA inh: -4%; Apoferritin bind: ?

canonical_smiles: O=C(COC(=O)/C=C/c1ccccc1[N+](=O)[O-])Nc1ccc(OCc2ccccc2)cc1
  POLI inh: -3%; APEX1 inh: -3%; TRHR agonist: 0.5; POLB inh: 34%; Pol kappa inh: -21%; ALOX12 inh: -22%; BLM helicase inh: -2%; ERG-DNA inh: -2%; Apoferritin bind: 7%

canonical_smiles: COc1cccc2cc(-c3nc(-c4ccc(C)cc4)c(C)s3)c(=O)oc12
  POLI inh: 38%[activator]; APEX1 inh: ·; TRHR agonist: 0.6; POLB inh: -2%; Pol kappa inh: 0%[60.1 µM]; ALOX12 inh: -24%; BLM helicase inh: -10%; ERG-DNA inh: 5%; Apoferritin bind: 122%[activator]

canonical_smiles: Cc1ccccc1C(=O)N(C)c1ccccc1C(=O)NCc1ccccc1
  POLI inh: 27%; APEX1 inh: 10%; TRHR agonist: 0.2; POLB inh: 3%; Pol kappa inh: -10%; ALOX12 inh: 4%; BLM helicase inh: -1%; ERG-DNA inh: 12%; Apoferritin bind: -3%

# Continued:
smiles	POLI inh	APEX1 inh	TRHR agonist	POLB inh	Pol kappa inh	ALOX12 inh	BLM helicase inh	ERG-DNA inh	Apoferritin bind
CCOC(=O)c1c(C)oc2cc(Sc3ccccc3)c(O)c(O)c12	-7%	·	·	·	4%	?	·	-9%	·
Nc1cc(SCc2ccc([N+](=O)[O-])cc2)ncn1	18%	·	·	·	-2%	5%	·	-5%	·
CN(C)c1ccc(NC(=S)N2CCN(c3ncc(C(F)(F)F)cc3Cl)CC2)cc1	213%[activator]	16%	-1.5	28%	-10%	195%[activator]	-4%	0%	-7%
COc1ccc(-c2nnc(SCc3cccc(C)c3)n2N)cc1	23%	2%	-2.2	32%	-5%	-14%	-1%	5%	-6%
Fc1ccccc1-n1ncc2c1ncn1nc(-c3ccccc3Cl)nc21	22%	·	0.1	0%	0%	-19%	0%	-1%	-2%
N=c1sc2ccccc2n1-c1ccccc1	11%	0%	-0.1	6%	3%	?	-2%	8%	-12%
Cc1ccc(CNc2ncnc3c2nc2n3CCCC2)cc1	17%	·	-0.2	5%	-1%	-10%	1%	2%	-8%
CC(C)=NOc1nc(N(C)C)nc(N(C)C)n1	22%	3%	0.3	0%	-18%	-24%	-1%	·	-1%
COC(=O)c1ccc(Cn2cc(C(F)(F)F)ccc2=O)cc1	50%[activator]	-1%	0.5	8%	0%	5%	-2%	3%[15.4 µM]	-6%
O=C(COC(=O)/C=C/c1ccccc1)NCCc1ccc(F)cc1	-3%	-4%	·	·	3%	-16%	·	5%	·
CC[C@@]1(C(=O)OC)N[C@H](CN(C)C(=O)Nc2ccc(OC)cc2)[C@@H]2C(=O)N(C)C(=O)[C@@H]21	17%	16%	·	·	-11%	?	·	-8%	·
Cc1ccc(S(=O)(=O)CNC(=S)c2ccc3ccccc3c2)cc1	9%	-5%	0.6	-2%	-21%	?	-8%	-1%	25µM*
CN(CC1CCCN(CCc2ccc(Cl)cc2)C1)C(=O)c1ccco1 (stereo not drawn)	-9%	·	·	·	-16%	?	·	-28%	·
Cc1cccc(NC(=S)N(CCN(C)C)Cc2cc3cc(C)cc(C)c3[nH]c2=O)c1	6%	5%	-0.6	5%	-4%	-13%	4%	2%	-13%
CCOc1ccc(-n2c(SCc3ccc([N+](=O)[O-])cc3)nnc2-c2ccccc2)cc1	-10%	-3%	0.2	2%	-8%	2%	-6%	11%	-19%
CN(C1CCCCC1)S(=O)(=O)c1ccc2c(c1)c(=O)c(C(=O)NCCN1CCCC1)cn2C	3%	-3%	3.2	7%	-11%	?	12%	11%	?

# Only part of the results is shown, so the mix of outcomes need not match the whole.
